Screening results: PubChem BioAssay, several laboratories
Keap1 Nrf2 FP: disrupts human Keap1 binding to Nrf2 peptide; Q14145; Keap1 Kelch-Nrf2 peptide fluorescence polarization, 1536-well; inhibition, % at 9.4 µM; hit rate 0.15% among 340,000; AID 504523; in the data active = inhibition above about 12%;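 note: human Keap1 Kelch domain with fluorescein labeled Nrf2 9mer peptide probe; 0% = neutral control wells and 100% = peptide positive control; higher means more block of Keap1 binding to Nrf2 peptide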
NSD2 HMT inh: blocks human histone methyltransferase NSD2; NSD2 peptide methylation, AlphaScreen, 120 min; inhibition, % at 12.5 µM; hit rate 0.54% among 310,000; in the data active = inhibition above about 50%
RTF Ca sens inh: cardiac RTF calcium desensitization. inhibition, % at 7.15 µM. hit rate 0.12% among 340,000. IANBD-labeled cardiac RTF, Ca2+ fluorescence;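 active = inhibition above the mean inhibition of all tested compounds plus 3 SD, cut at about 17% in these data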;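 note: assay run at fixed EC70 calcium of 1.6 mM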
DAGLB inhibitor: blocks human DAGLB lipase activity. HEK293T DAGLB membrane lysate, EnzChek fluorogenic substrate. inhibition, % at 5.17 µM. AID 504411. Q8NCG7. hit rate 0.059% among 340,000; in the data active = inhibition above about 34%;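 note: 0% = enzyme with vehicle and 100% = wells lacking enzyme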
Target sequence (Q8NCG7 whole entry, looked up): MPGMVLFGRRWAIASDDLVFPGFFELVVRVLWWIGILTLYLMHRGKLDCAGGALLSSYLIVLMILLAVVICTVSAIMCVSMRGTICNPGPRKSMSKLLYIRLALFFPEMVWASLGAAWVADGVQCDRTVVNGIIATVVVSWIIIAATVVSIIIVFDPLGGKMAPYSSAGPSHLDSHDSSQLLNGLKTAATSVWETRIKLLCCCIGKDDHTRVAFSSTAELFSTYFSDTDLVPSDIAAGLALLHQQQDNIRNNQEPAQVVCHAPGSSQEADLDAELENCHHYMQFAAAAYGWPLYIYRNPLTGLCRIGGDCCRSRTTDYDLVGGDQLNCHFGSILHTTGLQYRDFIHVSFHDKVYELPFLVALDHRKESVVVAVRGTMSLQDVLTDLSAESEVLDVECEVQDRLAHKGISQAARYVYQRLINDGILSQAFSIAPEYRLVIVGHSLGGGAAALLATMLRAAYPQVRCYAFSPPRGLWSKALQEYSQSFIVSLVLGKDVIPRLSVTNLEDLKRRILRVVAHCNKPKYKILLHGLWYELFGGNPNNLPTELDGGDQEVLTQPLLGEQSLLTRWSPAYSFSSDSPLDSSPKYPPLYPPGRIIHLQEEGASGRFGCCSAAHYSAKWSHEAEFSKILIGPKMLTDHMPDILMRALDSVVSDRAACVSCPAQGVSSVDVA
PvdQ acylase: P. aeruginosa PvdQ acylase inhibition; hit rate 0.063% among 340,000; inhibition, % at 10 µM; purified PvdQ acylase, fluorescence plate reader; in the data active = inhibition above about 30%, passing the limit was not always enough;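 note: 0% = vehicle neutral wells and 100% = reference inhibitor wells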
LANA DNA inh: KSHV C-LANA DNA binding inhibition; inhibition, % at 9 µM; hit rate 0.078% among 340,000; MBP-C-LANA/FAM-LBS DNA binding, fluorescence polarization; AID 504423;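 active = highest replicate inhibition at or above 60% at 9 µM, even if other replicates fall short; inactive = all replicates below 60% inhibition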;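 note: 0% = neutral control wells and 100% = 4 µM acridine orange control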
SR-BI HDL uptake: blocks mouse SR-BI lipid uptake from DiI-HDL; AID 488896; Q61009; inhibition, % at 12.5 µM; ldlA[mSR-BI] CHO cells, DiI-HDL uptake fluorescence, 3 h; hit rate 0.96% among 320,000;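 active = mean replicate inhibition of at least 70% and a set share of replicates each scoring 70 or more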;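 note: 0% = median of neutral control wells and 100% = median of positive control wells; values of inactives mirror those of a sister screen read the other way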
PKA-R2B activ: activates the human PKA-R2B holoenzyme complex; PKA-R2B holoenzyme dissociation, Cy5-IP20 fluorescence polarization; R2B truncated from residue 108, S112A mutant; 0% DMSO only, 100% 113 µM cGMP; AID 504700; P22694+P31323; hit rate 0.079% among 340,000; activation, % at 11.4 µM;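 active = activation above a cutoff set at the mean over all compounds plus 3 SD, cut at about 18% in these data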;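 note: higher means more holoenzyme dissociation and a rise in polarization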
Target sequence (P31323 whole entry, looked up, other chains not shown, the tested form may be a part): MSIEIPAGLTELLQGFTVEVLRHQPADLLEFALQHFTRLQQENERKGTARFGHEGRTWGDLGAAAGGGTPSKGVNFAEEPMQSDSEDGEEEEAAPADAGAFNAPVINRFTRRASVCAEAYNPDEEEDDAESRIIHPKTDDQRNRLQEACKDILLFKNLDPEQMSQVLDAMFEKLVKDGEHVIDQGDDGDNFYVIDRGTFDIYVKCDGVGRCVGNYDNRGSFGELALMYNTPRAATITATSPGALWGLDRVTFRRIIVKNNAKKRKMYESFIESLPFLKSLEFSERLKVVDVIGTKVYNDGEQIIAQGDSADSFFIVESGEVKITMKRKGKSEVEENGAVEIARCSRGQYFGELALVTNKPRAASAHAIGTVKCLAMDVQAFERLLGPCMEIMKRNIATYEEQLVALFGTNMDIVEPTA
SR-BI DiI-HDL act: SR-BI HDL lipid transfer activation | hit rate 0.096% among 320,000 | CHO ldlA[mSR-BI] cells, DiI-HDL uptake fluorescence, 3 h; 100 = double the neutral-control signal | activation, % at 12.5 µM;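 active = mean replicate activation of at least 60% and every replicate at or above 60%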;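 note: 0% = median plate neutral-control signal and 100% = twice that signal; values of inactives mirror those of a sister screen read the other way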
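Material: SR-BI-overexpressing, LDLR-lacking CHO cells | Dosing: Single compound concentration, delivered by pin transfer | Probe or stimulus: Labelled HDL, 10 µg/mL | Signal: Bottom-read cell fluorescence after medium removal, ex 550/em 595 nm | Schedule: 3 h, 37 °C | Evaluation: HDL uptake via cellular fluorescence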
Arr AP2 block: inhibitors of human beta-arrestin and AP2 interaction; FITC-arrestin peptide / GST-AP2 beads, flow cytometry; AP2 beta2 appendage carries R879A mutation; inhibition, % at 10 µM; hit rate 0.31% among 340,000; AID 504490;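 active = inhibition above a set limit, near 3 SD of compounds lacking own fluorescence, cut at about 54% in these data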;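 note: plate controls were DMSO wells for no effect and 5 µM unlabelled arrestin peptide for full effect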
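Assay system: GST-AP2 R879A bound to glutathione beads, E. coli-expressed; Medium: PBS with 0.05% Tween 20 and 0.1% BSA; Also added: fluorescein-tagged arrestin peptide at 50 nM final; Timing: 12 min plus 1 h, RT; Measured by: flow cytometry, FL1 (488/535 nm); Evaluation: percent drop in bead-associated FITC signal.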
Active calls of the source: *; nt = not tested or not shown.

No. | compound | Keap1 Nrf2 FP | NSD2 HMT inh | RTF Ca sens inh | DAGLB inhibitor | PvdQ acylase | LANA DNA inh | SR-BI HDL uptake | PKA-R2B activ | SR-BI DiI-HDL act | Arr AP2 block
1 | S=C(Nc1ccccc1)Nc1nc2ccccc2n1CCOc1ccc(Br)cc1 | -8 | -3 | 6 | -8 | -13 | -1.8 | -9 | 6 | 9 | 4
2 | O=C(O)/C=C/c1ccc(O)c(O)c1 | -3 | nt | 3 | 1 | -6 | -2.8 | 3 | 5 | 16 | -1
3 | O=C(Cc1ccc(Br)c2ccccc12)N/N=C/c1ccccn1 | -5 | 6 | 1 | 1 | -5 | -0.9 | -8 | -1 | 8 | 0
4 | Clc1cccc(/C=N/Nc2ncnc3ccccc23)c1 | -2 | 3 | -2 | -3 | -5 | -0.3 | nt | 1 | nt | -1
5 | C#CCNC(=O)C1=C[C@@H](C2CC2)C[C@@H](OCc2ccc(CO)cc2)O1 | 2 | nt | -1 | -3 | 6 | 0.4 | -13 | -4 | 13 | -6
6 | COc1cc(OC)cc(C(=O)NCCCCCCNC(=O)c2cc(OC)cc(OC)c2)c1 | 0 | -1 | -6 | -2 | 4 | 1.9 | 68 | 7 | -68 | 51
7 | COc1ccc(OC)c(CCNC(=O)c2ccc(CS(=O)Cc3ccc(Cl)cc3)o2)c1 (centres undefined) | -4 | 3 | -4 | 2 | -6 | 1.1 | 21 | 1 | -21 | 6
8 | COc1ccc2nc(SCC(=O)Nc3ccc(S(=O)(=O)Nc4onc(C)c4C)cc3)[nH]c2c1 | -4 | 17 | -5 | 1 | 4 | -1.7 | -14 | -5 | 14 | 9
9 | COc1ccc(-c2ccc(=O)n(Cc3cc(=O)n4ccccc4n3)n2)cc1 | -2 | -1 | 4 | 3 | -4 | 1.8 | 13 | -6 | -13 | 0
10 | Cc1ccccc1COC(=O)CNC(=O)c1sc2ccccc2c1Cl | 4 | -4 | -6 | -14 | -13 | -0.1 | -14 | -11 | 14 | -2
11 | CCOc1ccc(C(=O)NCC(=O)OCC(=O)N2C(C)CCCC2C)cc1 (centres undefined) | 2 | -1 | 0 | 0 | 2 | -0.9 | -12 | -2 | 12 | 18
12 | CCOc1ccc(C2CC(c3ccc(CC)cc3)Nc3nc(N)nn32)cc1 (centres undefined) | 4 | nt | -1 | 6 | 6 | 0.8 | -31 | -1 | 31 | -5
13 | Cc1nc2cc(-c3cccc(F)c3)nn2c(C)c1CCC(=O)NC(C)CCc1ccco1 (centres undefined) | -5 | nt | -8 | -3 | -3 | 1.7 | 44 | -9 | -44 | 22
14 | O=S(=O)(Nc1ccc2c(c1)OCO2)c1ccc(Br)s1 | -3 | -1 | -2 | 3 | -4 | 1.1 | 10 | 3 | -10 | 7
15 | Cc1cnccc1CN(C)Cc1cn(C)nc1-c1ccc(Oc2ccccc2)cc1 | 2 | -1 | -15 | -3 | -10 | -0.9 | 3 | -4 | -3 | -9
16 | CC(=O)c1cnc2cc(C)nn2c1C | 0 | -3 | -14 | 1 | -10 | -1.6 | -3 | -1 | 3 | 5
17 | Cc1ccc2nc(SC(C)C(=O)NCc3ccco3)[nH]c2c1 (centres undefined) | -1 | -3 | -10 | -3 | -18 | 0.0 | 0 | 1 | 0 | -1
18 | COc1cccc(-c2cccc(NC(=O)C3CCN(Cc4ccc(CO)o4)CC3)c2)c1 | -2 | 0 | 1 | 2 | -5 | 0.9 | -13 | 3 | 13 | 5
19 | CCn1c(SCC(=O)NCc2ccc(C)cc2)nnc1-c1ccncc1 | -3 | 1 | -15 | -1 | -11 | 0.1 | -10 | 2 | 10 | -9
20 | O=C(NNS(=O)(=O)c1ccccc1)c1ccc(F)cc1 | -3 | 1 | -2 | -1 | -7 | -1.6 | 9 | -10 | -9 | -10
21 | COc1ccc(N(CC(=O)N2CCCC2)S(C)(=O)=O)cc1 | 1 | 0 | -2 | 1 | -5 | -1.4 | 14 | -1 | -14 | 10
22 | Cc1c(NC(=O)Nc2cccc(Cl)c2)c(=O)n(-c2ccccc2)n1C | 6 | 1 | -1 | 0 | -12 | 0.5 | -10 | 3 | 10 | 1
23 | Cc1cc(NC(=O)CSc2nnc(-c3c[nH]c4ccccc34)n2C)no1 | -2 | nt | -4 | 4 | -15 | 1.0 | -15 | -7 | 15 | 2
24 | CCN1CCCC1CNCc1ccc(OCc2ccc(Cl)nc2)c(OC)c1 (centres undefined) | -1 | 4 | 1 | 4 | -12 | -0.3 | 2 | -3 | -2 | 24
25 | Cc1nn(-c2ccccc2Cl)c(Cl)c1/C=N/Nc1nc2ccccc2s1 | 34* | 6 | -23 | -2 | 0 | 3.7 | 30 | -8 | -30 | -2

Next section.
No. | compound | Keap1 Nrf2 FP | NSD2 HMT inh | RTF Ca sens inh | DAGLB inhibitor | PvdQ acylase | LANA DNA inh | SR-BI HDL uptake | PKA-R2B activ | SR-BI DiI-HDL act | Arr AP2 block
26 | Cc1cc(C)cc(N2CCCn3c2nc2c3c(=O)n(CC(=O)OCc3ccccc3)c(=O)n2C)c1 | 0 | 1 | -10 | 2 | -11 | -1.2 | 6 | 0 | -6 | -4
27 | Cc1c(Cl)cccc1Nc1n[nH]c(=S)s1 | 1 | 4 | -15 | 7 | -11 | 2.1 | -3 | -10 | 3 | 36
28 | CCOC(=O)N1CCN(C(=O)c2cc(OCC)c(OCC)c(OCC)c2)CC1 | -2 | -4 | -2 | 1 | 8 | -1.4 | -9 | 0 | 9 | 26
29 | COC(=O)c1cc(S(=O)(=O)N(C)C2CCCCC2)c[nH]1 | 1 | 7 | 1 | -2 | -6 | 0.1 | 3 | -7 | -3 | -6
30 | N=c1c(C(=O)NCC2CCCO2)cc2c(=O)n3ccccc3nc2n1Cc1ccco1 (centres undefined) | -1 | 8 | -3 | -2 | -18 | -1.5 | -16 | 1 | 16 | -1
31 | CC(=O)Nc1ccc(S(=O)(=O)NCCSc2ccccn2)cc1 | 0 | -1 | -8 | -1 | -10 | -0.1 | 9 | -3 | -9 | -10
32 | Cc1c(N=C2C=CC(=O)c3ccccc32)c(=O)n(-c2ccccc2)n1C | -6 | 89* | -10 | 2 | -10 | 0.7 | 4 | 1 | -4 | 26
33 | CCOc1ccc(C(=O)NC(=S)Nc2cccnc2)cc1[N+](=O)[O-] | 0 | 0 | 4 | 3 | -7 | -2.0 | 17 | 4 | -17 | 15
34 | COc1cc(C(=O)N(C)CCOc2ccccc2)ccc1OCC(=O)Nc1cccc(C(F)(F)F)c1 | -5 | -1 | 0 | -6 | -11 | 0.5 | 30 | -14 | -30 | -3
35 | Clc1ccc2nc(CSc3ccccc3)cn2c1 | -2 | -1 | -9 | -1 | 6 | -0.5 | 26 | -9 | -26 | -1
36 | CCc1cc2c(=O)n(CC)c(SC(C)C(=O)Nc3c(C)n(C)n(-c4ccccc4)c3=O)nc2s1 (centres undefined) | 0 | 1 | -3 | 0 | -7 | 1.6 | 18 | 1 | -18 | -16
37 | CCCSc1nnc(-c2cnn(-c3ccccc3)c2-n2cccc2)n1C | 2 | 3 | -8 | -3 | 1 | 0.2 | -2 | -1 | 2 | -13
38 | CCS(=O)(=O)c1ccc(-c2cccc(NC(=O)COc3ccccc3)c2)nn1 | -5 | -2 | -13 | 0 | -10 | -0.5 | 19 | 12 | -19 | 5
39 | CC(=O)c1ccc(N2CCN(C(=O)c3ccc(C(=O)c4ccccc4)cc3)CC2)cc1 | -8 | nt | -6 | 2 | -5 | 0.2 | 7 | 4 | -7 | -8
40 | O=C(COc1ccc(Cl)cc1)NCc1nnc(SCC(=O)N2CCCCC2)o1 | 1 | nt | -2 | 1 | -7 | 0.1 | 28 | -8 | -28 | 12
41 | COc1ccc(/C(C)=N/NC(=O)c2ccc(CSc3nncn3C)cc2)cc1 | 0 | 1 | -2 | 0 | -18 | -1.1 | nt | -7 | nt | 4
42 | COc1ccc(C2CC(c3ccc(C)cc3)=NN2C(=O)c2ccccc2)cc1 (centres undefined) | 2 | -1 | -6 | -3 | -7 | -0.2 | 7 | -1 | -7 | -9
43 | Cc1ccc(S(=O)(=O)n2cnc3cc([N+](=O)[O-])ccc32)cc1C | 4 | -3 | 1 | 0 | -10 | 1.0 | -19 | -1 | 19 | 1
44 | O=C(COC(=O)c1c2c(nc3ccccc13)/C(=C/c1cccc([N+](=O)[O-])c1)CCC2)NC1CCS(=O)(=O)C1 (centres undefined) | -1 | -1 | 0 | -1 | 9 | 0.4 | 18 | -12 | -18 | -12
45 | CCn1c(SCc2cc(=O)[nH]c3ccccc23)nnc1C1CC1 | -4 | 1 | -11 | 1 | -12 | 4.2 | -16 | -2 | 16 | -4
46 | C/C(=N\Nc1cc(C(F)(F)F)ccc1Cl)c1ccncc1 | -1 | -3 | 4 | -11 | -4 | -0.5 | 0 | -4 | 0 | -1
47 | O=C(C1=C[C@@H](c2ccccc2)C[C@@H](OCc2ccc(CO)cc2)O1)N1CCN(Cc2ccc3c(c2)OCO3)CC1 | -6 | nt | 3 | -1 | -11 | -1.8 | -23 | -1 | 23 | 14
48 | Cc1cccc(OCC(=O)NCCNC(=O)c2cnccn2)c1 | 2 | -11 | -8 | 4 | -11 | -1.8 | nt | -1 | nt | 43
49 | Cc1ccc(/C=C/C(=O)O)cc1S(=O)(=O)N1CCCc2ccccc21 | 3 | -3 | -5 | 2 | -8 | 0.6 | -24 | -13 | 24 | 1
50 | Cc1ccc(-c2c(C)sc(=NC(=O)c3ccco3)n2C)cc1 | 3 | 1 | 7 | -6 | 1 | 1.8 | -8 | 3 | 8 | 6

Next section
No. | compound | Keap1 Nrf2 FP | NSD2 HMT inh | RTF Ca sens inh | DAGLB inhibitor | PvdQ acylase | LANA DNA inh | SR-BI HDL uptake | PKA-R2B activ | SR-BI DiI-HDL act | Arr AP2 block
51 | CN1CCN(c2ccccc2NC(=O)c2ccc(F)cc2)CC1 | 0 | 5 | -4 | -2 | -8 | 1.0 | nt | 4 | nt | 20
52 | CC(=O)N1CCc2c(sc(NC(=O)Cc3ccccc3)c2C#N)C1 | 0 | -3 | -6 | 4 | -7 | 0.7 | 1 | -6 | -1 | 2
53 | CCC1CCCCN1C(=O)c1c(-c2ccccc2)noc1C (centres undefined) | 3 | -1 | 1 | -3 | -8 | -0.5 | -35 | 0 | 35 | -2
54 | CC(NC(=O)COC(=O)c1ccc(Cl)cc1O)c1ccc(F)cc1 (centres undefined) | -2 | -4 | -5 | -2 | -16 | 0.3 | -15 | -2 | 15 | 0
55 | O=C(NN1C(=O)C2C3C=CC(C4CC34)C2C1=O)c1ccc(Cl)c(Cl)c1 (centres undefined) | -2 | -1 | -2 | -3 | 5 | 1.2 | -21 | -1 | 21 | 38
56 | S=C(NC1CCCC1)N1CCN(c2ncccn2)CC1 | -1 | -2 | -4 | -3 | -6 | 1.0 | 3 | -11 | -3 | -5

Hits appear at their usual frequency; overall some 2.1% were active at least once.
